# Assay outcomes deposited in PubChem BioAssay by Johns Hopkins Ion Channel Center.
# KCNQ1 pot: potentiators or activators of human KCNQ1 potassium channel; P51787; CHO-K1 KCNQ1, thallium flux FluxOR fluorescence; hits give high values; B-score at 10 µM; 310,000 compounds, 0.35% hits; AID 2648;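 active means fluorescence ratio B-score, a plate-corrected score, at least three library SD, with initial intensity B-score within 5 SD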
#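 Assay system: stable KCNQ1 CHO-K1 line; medium: assay buffer, equal DMSO in all wells; timing: 90 min dye loading and 20 min compound exposure, both at room temperature; technique: kinetic FluxOR thallium fluorescence, 10-s 1-Hz baseline, 110-s post-stimulus read; read-out basis: B score of baseline-normalized fluorescence ratio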
# KCNQ1 block: human KCNQ1 channel inhibition. P51787. CHO-K1 KCNQ1, FluxOR thallium flux fluorescence; hits give high values. B-score at 10 µM. 310,000 compounds, 1.3% hits. AID 2642;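 active means compounds whose thallium flux B-score, printed positive for inhibition, exceeds three library SD while starting fluorescence stays within three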;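 further: channel opened by potassium depolarization with thallium stimulus after 20 min compound exposure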
# TMEM16A act: activates or potentiates the mouse TMEM16A chloride channel; HEK293 TMEM16A/YFP-H148Q/I152L, iodide quench fluorescence; hits give low values; B-score at 10 µM; 340,000 compounds, 0.3% hits; AID 623877;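 active means fluorescence-ratio B-score plate-corrected deviation score at least 3 library SD below zero, with starting fluorescence score within 5 deviations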;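 further: channel opened by trigger with iodide after compound preincubation; score built on the fluorescence ratio of max minus min over baseline; more negative score means more quench and so TMEM16A activation or potentiation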
# KCNK9 inh: blocks the human KCNK9 two-pore domain potassium channel | 310,000 compounds, 1.2% hits | HEK293 KCNK9, FluxOR thallium flux fluorescence; hits give low values | B-score at 10 µM | Q9NPC2;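 active means ratio B-score over 3 SD below the library mean, with starting fluorescence within 5 SD of its mean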;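 further: negative B-score means less thallium flux so channel inhibition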
# RGS4 act: potentiators or activators of RGS4 | HEK293 M3R/inducible RGS4, carbachol calcium flux Fluo4; hits give low values | B-score at 10 µM | 310,000 compounds, 0.92% hits | AID 463111;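 active means B-score of the integrated calcium signal more than 4 SD below the library mean, with starting fluorescence not abnormally high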;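 further: negative B-score means reduced calcium response which marks RGS4 activation or potentiation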
#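 Detection: kinetic calcium fluorescence imaging with Fluo4-AM dye, 2 µM / Material: HEK293 cells with stable M3R and inducible RGS4 / Schedule: recording 10 s baseline at 1 Hz, 100 s post-agonist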
# RGS4 inh: inhibitors of human RGS4; P49798; HEK293 M3R/RGS4 inducible, Fluo-4 calcium flux; hits give high values; triggered by carbachol at its EC20; B-score at 10 µM; 310,000 compounds, 0.45% hits;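 active means B-score, a plate-corrected calcium signal, over three deviations above library mean, with baseline fluorescence within five deviations of library mean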;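 further: RGS4 expression induced by doxycycline in cells with stable M3 receptor; B-score is computed from the integrated fluorescence ratio over baseline after carbachol; higher B-score means a larger calcium signal and so more RGS4 inhibition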
# Target sequence (P49798 whole entry, looked up): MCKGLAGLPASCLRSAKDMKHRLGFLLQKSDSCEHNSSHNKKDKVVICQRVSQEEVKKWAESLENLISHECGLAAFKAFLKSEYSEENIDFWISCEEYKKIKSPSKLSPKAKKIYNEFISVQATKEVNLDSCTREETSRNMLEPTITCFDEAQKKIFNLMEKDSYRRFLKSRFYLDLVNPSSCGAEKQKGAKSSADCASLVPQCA
# ANO1 block: blocks the mouse calcium-activated chloride channel TMEM16A; Q8BHY3; HEK293 TMEM16A/YFP iodide influx fluorescence, ionomycin; normalized B-score (activity score, 25-100; higher = stronger inhibition) at 10 µM; 310,000 compounds, 1.2% hits; AID 588511;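 active means ratio plate-corrected score three or more library SD toward inhibition, starting fluorescence score within five deviations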;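 further: score derived from kinetic fluorescence span divided by baseline fluorescence per well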
# MrgX1 ag: agonists of human MrgX1 receptor | Q96LB2 | MrgX1-HEK293 cells, Fluo-4 calcium fluorescence, agonist mode; hits give high values | B-score at 10 µM | 310,000 compounds, 0.44% hits;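 active means calcium response B-score plate-corrected fluorescence ratio at least 3 library SD, with starting fluorescence B-score inside 5 SD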
# Target sequence (Q96LB2 whole entry, looked up): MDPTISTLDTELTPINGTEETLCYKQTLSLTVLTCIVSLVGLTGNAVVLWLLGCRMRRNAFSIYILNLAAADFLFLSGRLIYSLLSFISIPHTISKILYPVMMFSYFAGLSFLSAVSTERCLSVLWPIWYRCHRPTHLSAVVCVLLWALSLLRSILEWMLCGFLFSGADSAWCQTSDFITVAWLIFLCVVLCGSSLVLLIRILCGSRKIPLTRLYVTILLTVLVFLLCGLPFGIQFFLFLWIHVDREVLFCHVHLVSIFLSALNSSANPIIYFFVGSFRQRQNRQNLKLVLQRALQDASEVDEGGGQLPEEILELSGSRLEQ
#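 Assay system: stable human MrgX1 HEK293 cell line. Quantity: 15,000 cells per well. Schedule: cells plated overnight, dye loaded 0.5 h 37 °C, 0.5 h room temperature. Detection: Fluo-4 NW calcium-flux fluorescence, kinetic read. Read-out basis: peak-minus-minimum fluorescence over baseline, converted to B scores. Control set: positive and negative control wells on each plate.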
# hERG protect: hERG (human) protection from proarrhythmic block. Q12809. CHO-hERG, FluxOR thallium flux, dofetilide IC70 present. activation (rescue from dofetilide block), less the hit threshold, % at 10 µM. 310,000 compounds, 0.51% hits. AID 1511;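 active means activation above the mean of controls blocked by dofetilide plus 5 SD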;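 further: thallium influx through hERG after potassium depolarization seen as dye fluorescence rise; in these data hits start at about 4.7%; inactives centre near -7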
# KCNK3 inh: human KCNK3 channel inhibition, primary screen. CHO-KCNK3 thallium flux, FluxOR fluorescence; hits give low values. 340,000 compounds, 0.84% hits. O14649. AID 602410. B-score at 10 µM;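 active means B-score under library mean minus 4 SD, starting fluorescence ratio at most library mean plus 5 SD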;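 further: more negative B-score means stronger inhibition of thallium flux through KCNK3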
# Target sequence (O14649 whole entry, looked up): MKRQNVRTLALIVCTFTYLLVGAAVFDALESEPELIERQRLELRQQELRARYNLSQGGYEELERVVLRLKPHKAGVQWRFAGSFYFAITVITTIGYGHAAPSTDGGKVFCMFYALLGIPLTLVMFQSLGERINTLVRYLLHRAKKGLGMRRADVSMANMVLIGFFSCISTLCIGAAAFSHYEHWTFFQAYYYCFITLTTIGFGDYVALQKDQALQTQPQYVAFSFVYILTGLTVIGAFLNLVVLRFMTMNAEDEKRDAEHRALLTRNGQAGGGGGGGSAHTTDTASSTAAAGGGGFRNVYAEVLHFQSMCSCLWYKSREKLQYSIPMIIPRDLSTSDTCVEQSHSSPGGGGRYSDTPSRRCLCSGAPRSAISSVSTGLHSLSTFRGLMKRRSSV
# MrgX1 PAM: human MrgX1 positive allosteric modulation, primary screen; Q96LB2; MrgX1-HEK293, Fluo-4 calcium flux, FDSS; hits give high values; B-score at 10 µM; 310,000 compounds, 0.63% hits;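 active means plate-corrected calcium response at least 3 library SD above typical, normal starting fluorescence, not activating the receptor alone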;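 further: compound read alongside a low EC10 to EC30 dose of BAM8-22 agonist; peak minus trough fluorescence over baseline measured at the second addition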
# Numbers without * were called inactive; i = inactive; . = no result given.
# Values run as follows: KCNQ1 pot, KCNQ1 block, TMEM16A act, KCNK9 inh, RGS4 act, RGS4 inh, ANO1 block, MrgX1 ag, hERG protect, KCNK3 inh, MrgX1 PAM
- COc1ccc(C(=O)CNC2=NCCC2)cc1
    i, i, i, i, i, i, i, i, -4, i, i
- CCOC(=O)C1C(=O)C=C(N2CCOCC2)CC1c1cccc(OC)c1 (centres undefined)
    i, i, i, i, i, i, i, i, -2, i, i
- Cc1cccc(N2C(S)=C(C#N)C(=O)NC2c2ccco2)c1 (centres undefined)
    i, i, i, i, i, i, i, i, -7, i, i
- COC(=O)[C@@]1(Cc2ccc(F)cc2)[C@H]2c3cc(C(=O)N4CCCC4)n(CCc4c[nH]c5ccc(OC)cc45)c3C[C@H]2CN1C(=O)c1ccccc1
    i, i, ., i, i, i, i, i, -11, ., i
- Fc1cccc(Cl)c1Cn1nnc2c(NCc3ccccn3)ncnc21
    i, i, i, i, i, i, i, i, -8, i, i
- COc1ccc(CN2CCN(CC3CC3)CC2CCO)cc1C (centres undefined)
    i, i, i, i, i, i, i, i, -5, i, i
- CC(C)c1nnc(N2C(=O)C(O)=C(C(=O)c3cccs3)C2c2ccccc2)s1 (centres undefined)
    i, i, i, i, i, i, ., ., -18, i, .
- CC1CCC(N(CCCN)Cc2ccco2)CC1C (centres undefined)
    i, i, i, i, i, i, i, i, -15, i, i
- C(=C\c1ccccc1)/CSc1nnc(-c2cnccn2)n1Cc1ccco1
    i, i, i, i, i, i, i, i, -11, i, i
- CCCC(=O)Nc1sc(C(=O)OC)c(C)c1C(N)=O
    i, i, i, i, i, i, i, i, -2, i, i
- CC1(C)CC2(C)OC(=N)C1(C#N)C2(C#N)C#N (centres undefined)
    i, i, i, i, i, i, i, i, -9, i, i
- Cc1nc(SCC(=O)NCc2ccco2)nc(C)c1C
    i, i, i, i, i, i, i, i, -17, i, i
- O=C(Nc1ccc(-c2ccccc2)cc1)c1ccc2c(c1)S(=O)(=O)c1ccccc1C2=O
    i, i, i, i, i, i, i, i, -10, i, i
- COc1nc(N(C)C)nc(N(OC)S(=O)(=O)c2ccccc2Cl)n1
    i, i, i, i, i, i, i, i, -8, i, i
- CC(Cc1cccnc1)NC(=O)c1ccccc1OC1CCN(S(C)(=O)=O)CC1 (centres undefined)
    i, i, i, i, i, i, i, i, -8, i, i

# Some of the entries so far, with tabs:
structure	KCNQ1 pot	KCNQ1 block	TMEM16A act	KCNK9 inh	RGS4 act	RGS4 inh	ANO1 block	MrgX1 ag	hERG protect	KCNK3 inh	MrgX1 PAM
CCCC(=O)Nc1sc(C(=O)OC)c(C)c1C(N)=O	i	i	i	i	i	i	i	i	-2	i	i
CC1(C)CC2(C)OC(=N)C1(C#N)C2(C#N)C#N (centres undefined)	i	i	i	i	i	i	i	i	-9	i	i

# (listing goes on)
# Values run as follows: KCNQ1 pot, KCNQ1 block, TMEM16A act, KCNK9 inh, RGS4 act, RGS4 inh, ANO1 block, MrgX1 ag, hERG protect, KCNK3 inh, MrgX1 PAM
- COCCN(Cc1cccs1)S(=O)(=O)c1ccc(-c2ccc(=O)[nH]n2)s1
    i, i, i, i, i, i, i, i, -5, i, i
- CC(C)[C@H](NC(=O)N1CC(=O)Nc2ccccc21)C(=O)N[C@H](Cc1ccccc1)C(=O)O
    i, i, i, i, i, i, i, i, -5, i, i
- O=C(Nc1ccccc1N1CCN(C(=O)c2ccccc2)CC1)c1cc(Br)ccc1Cl
    i, i, i, i, i, i, i, i, -14, i, i
- O=C(CN1C(=O)c2ccccc2S1(=O)=O)NCc1cccnc1
    i, i, i, i, i, i, i, i, -6, i, i
- CCOC(=O)c1cc2c(=O)n3ccccc3nc2n(CC2CCCO2)c1=NC(C)=O (centres undefined)
    i, i, i, i, i, i, i, i, -9, i, i
- CCc1ccc(C(C)NC(=S)NC2CCCCC2)cc1 (centres undefined)
    i, i, i, i, i, i, i, i, -3, i, i
- CC(C)C(c1nnnn1C1CCCC1)N1c2ccccc2CC1C (centres undefined)
    i, i, i, i, i, i, i, i, -4, i, i
- CN(Cc1cnccn1)Cc1cn(Cc2ccccc2)nc1-c1ccc2c(c1)OCO2
    i, i, i, i, i, i, i, i, -16, i, i
- OC1CCN(Cc2nc(Cc3ccccc3Cl)no2)CC1
    i, i, i, i, i, i, i, i, -3, i, i
- O=C(CCC1CCN(C(=O)c2ccccc2Cl)CC1)NCc1ccc(F)cc1
    i, i, i, i, i, i, i, i, -7, i, i
- CNc1ncc(Cc2ccccc2)s1
    i, i, i, i, i, i, i, i, -6, i, i
- CC(NC(=O)C12CC3CC(CC(O)(C3)C1)C2)c1ccc(Cl)cc1Cl (centres undefined)
    i, i, i, i, i, i, i, i, -6, i, i
- CC1=NOC(=O)/C1=C\c1ccc(-c2ccc(Cl)cc2Cl)o1
    i, i, -6.6*, i, i, i, ., ., -5, i, .
- O=C(c1ccc(Cl)cc1)c1oc2ccccc2c1CS(=O)c1ccccc1 (centres undefined)
    i, i, i, i, i, i, i, i, -12, i, i
- CCC(C)(C)c1ccc(OCC(=O)Nc2ccncc2)cc1
    i, 8*, i, i, i, i, i, i, -23, i, i
- Cc1ccc(S(=O)(=O)NC(=O)Nc2ccc(F)cc2)cc1
    i, i, i, i, i, i, i, i, -7, i, i
- CN(C)/C=C/C(=O)Oc1ccc(Cl)cc1Cl
    i, i, i, i, i, i, i, i, -8, i, i
- CC(=O)OCCn1c(C)[n+](CCOC(C)=O)c2cc(Cl)c(Cl)cc21
    i, i, i, i, i, i, i, i, -14, i, i
- CCCN(CCC)C(=O)CC(c1ccc(F)cc1)c1ccco1 (centres undefined)
    i, i, i, i, i, i, i, i, -8, i, i
- CCCC(=O)Nc1ccccc1NC(=O)CN(C)S(=O)(=O)c1ccc(C)cc1
    i, i, i, i, i, i, i, i, -13, i, i
- CCOC(=O)C1CCCN(C(=O)c2ccc([N+](=O)[O-])cc2)C1 (centres undefined)
    i, i, i, i, i, i, i, i, -9, i, i
- O=C(CSc1nc2ccc(Cl)cc2[nH]1)c1cccs1
    i, i, i, i, i, i, i, i, -9, i, i
- Cc1ccn2cc(CCNS(=O)(=O)c3ccc([N+](=O)[O-])cc3)nc2c1
    i, i, i, i, i, i, i, i, -9, i, i
- Cc1nn(-c2cccc(Cl)c2)c2c1C(c1ccncc1)C(C#N)=C(N)O2 (centres undefined)
    i, i, i, i, i, i, i, i, 1, i, i
- CN(C)C(=O)CSc1n[nH]c(=O)n1CCc1ccccc1
    i, i, i, i, i, i, i, i, -4, i, i
- CCOC(=O)NCc1cc(-c2nn(C)c(=O)c3ccccc23)ccc1C
    i, i, i, i, i, i, i, i, -7, i, i
- Cc1ccccc1NC(=O)NCCc1ccc(Cl)cc1
    i, i, i, i, i, i, i, i, 1, i, i
- CCOC(=O)c1cccc(NC(=O)Cn2nc(C)n3cccc3c2=O)c1
    i, i, i, i, i, i, i, i, -8, i, i
- O=C(O)c1ccc(N2C(=O)c3cccc(Oc4ccc(Cl)cc4)c3C2=O)cc1
    i, i, i, i, i, i, i, i, 3, i, i
- Cc1ccc(C(=O)Nc2ccccc2-c2ccccc2)cc1[N+](=O)[O-]
    i, i, i, i, i, i, i, i, -11, i, i

# Single entries from the entries so far:
# In hERG protect, CCCN(CCC)C(=O)CC(c1ccc(F)cc1)c1ccco1 (centres undefined) is entered as -8
# In hERG protect, CCOC(=O)c1cccc(NC(=O)Cn2nc(C)n3cccc3c2=O)c1 is entered as -8
# In hERG protect, O=C(CSc1nc2ccc(Cl)cc2[nH]1)c1cccs1 is entered as -9

# (more compounds)
# Values run as follows: KCNQ1 pot, KCNQ1 block, TMEM16A act, KCNK9 inh, RGS4 act, RGS4 inh, ANO1 block, MrgX1 ag, hERG protect, KCNK3 inh, MrgX1 PAM
- CS(=O)(=O)Nc1cccc(C(=O)OCCCOc2ccc(F)cc2)c1
    i, i, i, i, i, i, i, i, -11, i, i
- COc1ccc(OC)c(/C=N/NC(=O)c2cc3c(OC)c(OC)ccc3[nH]2)c1
    i, i, i, i, i, i, i, i, -3, i, i
- CCOC(=O)[C@H]1[C@H]2COc3ccc(OC)cc3[C@@H]2N2C(=O)c3cc(OC)c(OC)cc3NC(=O)[C@@]12C
    ., ., i, ., ., ., i, i, ., i, i
- Clc1ccc(Cl)c(Oc2ccc(Oc3nc(Cl)ccc3Cl)cc2)n1
    i, i, i, i, i, i, i, i, -10, i, i
- N#CCCN(CCC#N)C(=O)C1c2ccccc2Oc2ccccc21
    i, i, i, i, i, i, i, i, -8, i, i
- O=c1[nH]cnc2c1c(-c1ccccc1)cn2-c1cccc(Cl)c1
    i, i, i, -13*, i, i, i, i, -4, i, i
- Cc1ccc(C(=O)CCc2ccc(N)cc2)cc1
    i, i, i, i, i, i, i, i, -9, i, i
- O=c1c2ccccc2cnn1-c1ccc(Cl)nn1
    i, i, i, i, i, i, i, i, -3, i, i
- COc1cccc(-c2nc(CSCC(=O)NCC3CCCO3)c(C)o2)c1 (centres undefined)
    i, i, i, i, i, i, i, i, -13, i, i
- COc1ccc(S(=O)(=O)N2CCC(C(=O)N3CCCCC3)CC2)cc1OC
    i, i, i, i, i, i, i, i, -6, i, i
- COc1ccc(C(=O)n2nc(C)c(Br)c2C)cc1
    i, i, i, i, i, i, i, i, -9, i, i
- COc1ccc(NC(=O)c2ccc(CNc3c(NC4CCCCC4)c(=O)c3=O)cc2)c(OC)c1
    i, i, i, i, i, i, i, i, -11, i, i
- Cc1ccc(SCC(=O)OCC(=O)NCc2cccs2)cc1
    i, i, i, i, i, i, i, i, -12, i, i
- CC1SCC(=O)N(CC(=O)NCc2ccccc2)C1=O (centres undefined)
    i, i, i, i, i, i, i, i, -2, i, i
